Screening data: PubChem, several laboratories
CYP2C9 act – increases human cytochrome P450 2C9 activity; P11712; recombinant CYP2C9, luciferin-H conversion, luminescence; active compounds read high; factor 1 = untreated enzyme, 0 = blocked; activation factor at 5 µM; 1.4% of 96,000 active;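 active = activation factor of 2 or more for CYP2C9 at a 5 µM dose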;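 note: 0 = sulfaphenazole-blocked wells and 1 = vehicle-only wells; values of inactives mirror those of a sister screen read the other way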
Target sequence (P11712 whole entry, looked up): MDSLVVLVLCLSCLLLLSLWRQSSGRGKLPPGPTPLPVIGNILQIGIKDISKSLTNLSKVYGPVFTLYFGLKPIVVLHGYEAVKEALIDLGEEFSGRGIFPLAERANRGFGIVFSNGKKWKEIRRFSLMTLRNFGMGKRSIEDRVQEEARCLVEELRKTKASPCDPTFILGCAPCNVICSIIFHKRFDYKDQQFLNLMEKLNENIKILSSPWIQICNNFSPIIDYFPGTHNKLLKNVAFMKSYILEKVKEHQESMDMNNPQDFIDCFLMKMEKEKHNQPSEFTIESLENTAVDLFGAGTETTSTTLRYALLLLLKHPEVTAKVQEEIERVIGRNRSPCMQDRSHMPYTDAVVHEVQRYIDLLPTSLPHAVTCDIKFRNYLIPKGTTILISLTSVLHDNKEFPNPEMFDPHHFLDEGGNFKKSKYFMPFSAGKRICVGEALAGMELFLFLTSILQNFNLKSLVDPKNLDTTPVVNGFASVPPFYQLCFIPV
CYP2C9 inhib – human CYP2C9 inhibition; CYP2C9 Supersomes, luciferin-H conversion, luminescence; 20% of 96,000 active; P11712; inhibition, % at 5 µM;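 active = blocking of liver enzyme CYP2C9 beyond about 50% at 5 µM, limit read from the data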; note: values of inactives mirror those of a sister screen read the other way
VCAM1 TNFa inh – reduces TNF alpha induced VCAM1 expression in HUVEC; HUVEC TNFa-induced VCAM-1 immunofluorescence, high-content imaging; inhibition, % at 2 µM; 0.48% of 95,000 active; AID 802;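 active = inhibition above the batch mean plus 3 SD, with images confirmed as a hit by eye, cut at about 37% in these data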;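 note: 0% = TNF-stimulated DMSO wells and 100% = unstimulated control wells; not every result past the cut was called active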
hDAT+cocaine – changed human dopamine transporter uptake under cocaine IC80; Q01959; LLC-PK1 hDAT cells, [14C]-dopamine uptake with cocaine IC80; actives deviate in either direction; B-score at 10 µM; 1.3% of 110,000 active;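 active = Z score or B-score, a plate-position-corrected score, falls beyond the plate's 99.7% confidence bounds, in either direction; inactive = both scores lie inside the 99.7% bounds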;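 note: scored against the spread of the other compound wells on the same plate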
HUVEC tox IL1B – toxic to HUVEC cells under IL-1B stimulation | HUVEC cell count loss, Hoechst imaging, IL-1B stimulated | cell count reduction, % at 2 µM | 0.41% of 94,000 active | AID 845;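 active = cell count reduction more than 3 SD above the screen-wide mean, cut at about 70% in these data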;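 note: normalized per plate to untreated control cells as the no-loss baseline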
HUVEC tox TNFa – HUVEC cytotoxicity counter-screen, TNF alpha stimulated. 0.17% of 93,000 active. cell count reduction, % at 2 µM. HUVEC TNFalpha-stimulated, Hoechst cell count, imaging. AID 848;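 active = cell count reduction exceeding the screen mean by over 5 SD, scaled to untreated wells per plate, cut at about 78% in these data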;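 note: cells counted after 24 h of TNF alpha exposure following the 1 h pretreatment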
Candida biofilm – kills Candida albicans biofilms | C. albicans biofilm + clotrimazole, Alamar Blue | inhibition, % at 6 µM | 0.14% of 85,000 active | AID 834;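 active = inhibition above 20%; inactive = inhibition below 20%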;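 note: preformed 24 hr biofilms exposed to compound for 48 hr; 0% = biofilm without compound and 100% = blank killed by clotrimazole plus chlorhexidine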
CYP2C19 activ – cytochrome P450 2C19 (human) activation; activation factor at 5 µM; 96,000 tested, under 10 active; AID 1025; P33261; recombinant CYP2C19, luciferin-H EGE luminescence; active compounds read high; 0 = fully inhibited enzyme, 1 = untreated enzyme;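 active = activation factor of at least 2 at 5 µM in the primary screen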;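 note: 0 = wells with 2.5 mM tranylcypromine and 1 = vehicle-only wells; values of inactives mirror those of a sister screen read the other way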
Target sequence (P33261 whole entry, looked up): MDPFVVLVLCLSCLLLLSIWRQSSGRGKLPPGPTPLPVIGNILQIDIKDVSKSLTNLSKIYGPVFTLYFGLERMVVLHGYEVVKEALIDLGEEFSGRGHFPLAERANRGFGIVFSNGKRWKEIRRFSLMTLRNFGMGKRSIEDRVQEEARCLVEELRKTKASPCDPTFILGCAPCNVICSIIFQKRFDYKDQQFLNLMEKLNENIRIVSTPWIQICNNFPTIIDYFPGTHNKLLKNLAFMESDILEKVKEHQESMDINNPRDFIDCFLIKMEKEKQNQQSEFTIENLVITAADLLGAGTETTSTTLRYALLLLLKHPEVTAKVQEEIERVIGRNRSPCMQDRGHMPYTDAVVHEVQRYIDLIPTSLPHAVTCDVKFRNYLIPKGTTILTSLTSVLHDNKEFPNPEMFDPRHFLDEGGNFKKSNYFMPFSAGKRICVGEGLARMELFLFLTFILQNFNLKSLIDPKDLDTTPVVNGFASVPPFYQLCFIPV
CYP2C19 inh – blocks human cytochrome P450 2C19. CYP2C19 Supersomes, luciferin-H EGE luminescence, 30 min. P33261. 21% of 96,000 active. inhibition, % at 5 µM. AID 778;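 active = CYP2C19 inhibition above a set limit at 5 µM in the primary screen, cut at about 50% in these data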;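 note: plate controls were negative control wells for no effect and 2.5 mM tranylcypromine positive control for full effect; values of inactives mirror those of a sister screen read the other way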
The depositor's hits bear a star; · = no result given.

SMILES	CYP2C9 act	CYP2C9 inhib	VCAM1 TNFa inh	hDAT+cocaine	HUVEC tox IL1B	HUVEC tox TNFa	Candida biofilm	CYP2C19 activ	CYP2C19 inh
Clc1ccc(-c2cc3ccccc3nc2N2CCCC2)cc1	1	0	14	-0.65	-10	-33	·	0.9	6
Cn1cc(Br)c(C(=O)NC2C3CC4CC(C3)CC2C4)n1 (stereo unspecified)	·	·	-9	-0.36	-7	-14	6	·	·
C=CCOC(=O)C(C#N)c1nc2ccccc2nc1N1CCN(Cc2ccc3c(c2)OCO3)CC1 (stereo unspecified)	0.4	57*	·	1	·	·	5	0.7	26
C[C@H](NC(=O)c1ccco1)C(=O)Nc1ccc(S(=O)(=O)N2CCCC2)cc1	0.8	19	-12	0.063	2	-34	0	1.1	-8
Cc1ccc(NC(=O)Cn2cccc2)c(Br)c1	1	0	-4	-0.62	0	-21	0	0.7	31
Cc1[nH]c2ccccc2c1SCC(=O)N1CCOCC1	1.7	-69	·	-0.56	·	·	6	0.1	93*
COCCSc1ccccc1C(=O)N1CCCC1	1.1	-12	-13	0.21	-1	18	6	0.9	7
O=C(O)C1CCCCC1C(=O)NC1CCCCC1 (stereo unspecified)	1.2	-16	2	-0.49	-21	6	4	1.2	-20
CCc1ccc(-c2nc(CSCC(=O)N3CCN(c4ccccn4)CC3)c(C)o2)cc1	0.4	64*	8	-0.22	13	-36	1	0.6	36
O=S(=O)(c1cccc(C(F)(F)F)c1)N1CCN(c2ccccc2)CC1	0.9	6	-4	-0.041	21	-1	-3	0.7	27
Cc1ccc(OC(=O)c2ccc(S(=O)(=O)N(C)C)cc2)c(-n2nc3ccccc3n2)c1	0.7	28	-7	-0.38	9	-1	·	0.8	16
O=C(c1ccc(COc2ccccc2Br)cc1)N1CCCCC1	1.4	-41	18	-0.28	0	-34	·	0.8	19
COC(=O)N1CCN(S(=O)(=O)c2ccc(F)cc2)CC1	·	·	16	0.75	-8	-5	·	·	·
COc1cccc(Oc2nc3ncn(Cc4ccccc4)c3c(=O)n2C)c1	0.8	18	8	-0.26	-4	-15	6	0.9	9
Cc1c(CN2CCN(c3cccc(C(F)(F)F)c3)CC2)c(=O)n(-c2ccccc2)n1C	0.9	9	5	-0.21	-22	-12	5	0.5	49
CC(=O)N1CCN2C(=O)C1CCCC(=O)c1cc(C3CCCCC3)ccc12 (stereo unspecified)	1.1	-6	-26	0.2	-10	-59	3	1	-4
COc1ccc(N2C(=O)C3CCCN3C2c2ccc(C)cc2)cc1 (stereo unspecified)	0.7	35	21	-1.5	-3	-2	7	0.9	10
CCn1c(SCC(=O)Nc2ccc3c(c2)oc2ccccc23)nnc1-c1ccc(N)cc1	0.2	78*	-2	1.5	-5	-47	10	0.7	31
N#CCC(=N)N1CCN(c2ccccc2Cl)CC1	0.7	27	2	-0.76	-25	-17	·	0.7	30
CCC1(C)Cc2ccccc2-c2nc3n(c(=O)c21)CC(C(=O)O)S3 (stereo unspecified)	0.3	69*	-15	0.17	8	-5	4	1	-1
O=C(CN1CCC(C(=O)c2ccc(F)cc2)CC1)Nc1ccc(F)cc1	·	·	3	0.036	-4	-10	2	·	·
CCSC1=NC2(CCCCC2)Nc2sc3c(c21)CCCC3	0.3	74*	6	0.24	-7	-32	4	0.4	63*
COc1ccccc1Nc1nc(N)nc(CN2CCC(Cc3ccccc3)CC2)n1	0.3	72*	6	1.3	-37	2	5	0.5	50*
CCOc1ccc(N2C(=O)CC(Sc3nccc(C)n3)C2=O)cc1 (stereo unspecified)	1.1	-14	15	-0.54	-47	-7	-2	1.1	-6
CCc1nnc(NC(=O)CSc2nnc(CSc3nc(C)cc(C)n3)n2C)s1	1	-2	13	1.1	12	-20	3	1	4
COc1cc(OC)c(Cl)cc1N	0.8	22	·	-0.57	·	·	5	0.8	24
O=C(C1CC1)N1CCN(C(c2ccccc2)c2ccccc2)CC1	0.3	69*	-7	0.16	6	1	41*	0.1	93*
COc1cccc(C2N(c3ccc(Cl)c(Cl)c3)C(=O)C3CCCN32)c1OC (stereo unspecified)	0.6	37	18	0.75	-17	-7	4	0.8	17
Nc1cc(-c2ccc(Br)cc2)nn1S(=O)(=O)c1ccccc1	0.7	35	8	-0.56	-18	-16	13	0.9	8
N/C(=N\OC(=O)C1CCCCC1)c1cccnc1	1	-2	0	0.014	-8	13	·	0.9	7
CCOC(=O)c1ccc(N2N=C(C)/C(=C/C=C/c3ccco3)C2=O)cc1	·	·	-31	-0.023	-23	-22	2	·	·
COc1ccc(CSCC(=O)N/N=C/c2ccccc2OCc2ccccc2)cc1	0.5	49	4	1.3	-23	-13	·	0.7	31
COc1cc(SC)ccc1C(=O)Nc1ccc2c(c1)OCCO2	0.4	58*	-18	3.4*	-38	-18	-6	0.1	91*
Cc1ccc(C(=O)Oc2ccc3c(c2)ncn3C)cc1	1.3	-26	10	-0.19	24	-19	3	1	-5
CC(=O)Nc1c2c(nn1-c1ccc(C)cc1C)CSC2	1	-3	3	-0.6	-17	3	4	0.9	12
Cc1cccc(NC(=S)NC2CC3CCCC(C2)N3Cc2cccs2)c1C (stereo unspecified)	1	-1	12	1.2	13	-2	·	1	-4
CN(C)/C=N/c1sccc1C(N)=O	1.2	-16	6	1.4	2	-17	1	1.1	-9
COc1cc(OC)cc(-c2nc3ccccc3c(=O)o2)c1	·	·	15	0.064	-1	-18	9	·	·
CCn1cc(/C=N\NC(=O)c2csc3ccccc23)c(C)n1	0.9	10	-26	0.73	12	-11	·	0.9	8
CCOc1ccc(NC(=O)Cn2nnc(-c3ccccc3F)n2)cc1	1	3	-6	-0.33	-8	-7	4	1	-4
COC(=O)CSc1nc(C2CC2)nc2ccccc12	0.5	48	·	-0.54	·	·	7	0.4	63*
Cc1nc(NC(=O)C2CC2)sc1C(=O)N(C)C	·	·	-9	-0.43	-112	-3	4	·	·
Cc1ccc2c(c1)nnn2C1CCN(S(C)(=O)=O)CC1	0.9	12	-13	-1.2	21	-18	-2	0.7	31
COc1cc(C)c(C#N)c(OC)n1	0.9	10	11	0.014	-16	-32	6	1	1
CC1CCN(c2nc3c(c(=O)[nH]c(=O)n3C)n2Cc2ccccc2Cl)CC1	·	·	-3	-0.82	-16	-1	-3	·	·
CS(=O)(=O)NCc1ccc(C(=O)NCCOc2ccccc2)cc1	1	2	3	-0.15	0	-4	8	1.1	-7
CCCCNC(=O)Nc1ccccc1C(=O)NCCC	·	·	9	0.51	-44	0	7	·	·
CCN(CC)C(=O)Nc1ccccc1C	1.1	-13	5	-0.39	13	-4	6	1.1	-8
NC(=O)CSc1nnc(COc2ccccc2)n1CCc1ccccc1	1	3	7	-0.3	-5	-29	1	0.8	15
COc1cccc(-c2nc(NC(C)(C)C)c3ccccc3n2)c1O	0.2	84*	2	-0.82	-19	-17	7	0.7	31
Other entries follow:
SMILES	CYP2C9 act	CYP2C9 inhib	VCAM1 TNFa inh	hDAT+cocaine	HUVEC tox IL1B	HUVEC tox TNFa	Candida biofilm	CYP2C19 activ	CYP2C19 inh
COc1cccc(NS(=O)(=O)c2ccc(OC)c(OC)c2)c1	1.9	-88	·	1.4	·	·	1	0	100*
COc1cc(NC(=O)c2ccc3c(c2)OCO3)c2ncccc2c1	·	·	10	-1.7	-6	10	0	·	·
Cc1ccc(-n2cc(C(=O)c3ccccc3O)cn2)cc1	1.1	-5	-9	·	-31	1	·	0.4	61*
COc1cc(N)ccc1Cc1ccc(N)cc1OC	1.4	-41	-8	-0.29	-21	-13	1	0.2	78*
COc1ccc(Cl)cc1NC(=O)C(C)Sc1nncn1C (stereo unspecified)	1.3	-26	7	0.027	-1	2	8	1.1	-10
O=C1CCCC2=C1C1(O)C(=O)c3ccccc3C1(O)O2 (stereo unspecified)	1	2	8	-0.058	18	-31	2	1.1	-10
COC(=O)c1ccccc1NC(=O)Nc1cccs1	·	·	6	-1.1	-6	-19	7	·	·
CCOc1ccccc1CN(CCc1ccc2c(c1)OCO2)Cc1ccccn1	0.4	58*	0	0.69	18	-16	-1	0	98*
CC(=O)Nc1ccc(-c2csc(NCc3ccco3)n2)cc1	·	·	-1	-0.34	9	-17	11	·	·
O=C(NCc1ccccc1)c1ccc(COCC(F)(F)F)o1	0.7	26	·	-0.91	-26	·	5	0.1	85*
COc1cc(C(=O)OC(C)C(=O)N2CCc3ccccc3C2)ccc1OCC(=O)N1CCOCC1 (stereo unspecified)	0.5	46	-4	-0.25	-29	-25	1	0.8	17
CC(C)OCCCNC(=O)c1ccc(CS(=O)(=O)Cc2ccccc2F)o1	0.9	6	4	-0.02	1	-14	4	0.9	6
O=S(=O)(c1ccc2nc(Cc3ccccc3)[nH]c2c1)N1CCOCC1	0.5	47	5	2	0	-28	6	0.6	36
Cc1[nH]c2ccccc2c1/C=N/n1cnnc1	0.8	20	6	0.7	-2	-28	2	0.5	46
CN1C(=O)NC(c2ccccc2)C2=C1CN(c1ccc3ccccc3c1)C2=O (stereo unspecified)	1	4	13	-0.79	6	-10	·	1.1	-6
CSc1ncc(C(=O)O)n1-c1ccc(F)cc1	1.1	-8	-5	0.013	-12	-8	-3	1	1
CCC(C)(C)C(=O)Nc1ccc(C(N)=O)cc1	1	3	12	-0.023	-12	-8	-1	1.2	-20
CCCSc1nc(N)c2c3c(sc2n1)CN(C)CC3	0.7	26	·	·	·	·	4	0.2	82*
COc1ccc(N=C2NN=C(c3ccc4c(c3)OCCO4)CS2)cc1	0.9	7	7	3.1*	10	2	-6	1	4
Cc1ccc(-c2noc(CCC(=O)Nc3cc(C)ccn3)n2)cc1	0.8	24	7	-0.87	-6	-6	-3	0.6	43
O=C(NCC(F)(F)F)Nc1ccccn1	1.1	-15	0	0.12	-59	-20	4	1.1	-7
O=c1cc(Nc2ccc3c(c2)OCCO3)[nH]c(=O)n1-c1ccc(Cl)cc1	1	3	·	-0.27	·	·	9	1	0
O=C(Cc1ccccc1)n1nc(-c2ccccc2)nc1NCc1ccco1	0.9	9	9	-0.72	2	-25	-1	0.8	16
Cc1ccc(S(=O)(=O)NC2=NCN(CCN3CCOCC3)CN2)cc1	1	-4	30	-0.31	-73	4	5	1	3
CCCCCCOc1ccc(C(CC(=O)O)C(N)=O)cc1 (stereo unspecified)	1.3	-29	-5	0.38	9	-25	0	1.1	-12
Cc1c(C(=O)Nc2cccc([N+](=O)[O-])c2)csc1-c1ccccc1	1.9	-91	-16	·	3	2	·	1.1	-11
O=C(c1ccccc1)n1ccc(-c2cnc(-c3ccccc3)s2)n1	0.8	15	-6	0.37	13	-13	6	0.4	56*
COc1ccc2c(C)cc(=O)[nH]c2c1	1.1	-8	14	-0.089	1	-4	4	1	2
Cc1ccnc(NS(=O)(=O)c2cccs2)c1	1.1	-15	15	0.51	3	-8	5	1.1	-8
Cc1cc(C)nc(NC2=NCCN2C(=O)Nc2ccc(Cl)c(Cl)c2)n1	·	·	18	·	-23	-28	7	·	·
COc1cccc(NC(=O)C2C3C=CC4(O3)C2C(=O)N(C2CC2)C4C(=O)NC2CCCCC2C)c1 (stereo unspecified)	1.1	-9	-10	-1.8	-28	4	-2	1	2
Cc1cccc2cc(CN(CCc3ccccc3)C(=O)N3CCOCC3)c3nnnn3c12	0.5	46	8	1.2	·	-18	-4	0.6	38

3 entries from above, ordered by molecular weight, largest number first:
SMILES	CYP2C9 act	CYP2C9 inhib	VCAM1 TNFa inh	hDAT+cocaine	HUVEC tox IL1B	HUVEC tox TNFa	Candida biofilm	CYP2C19 activ	CYP2C19 inh
Cc1c(C(=O)Nc2cccc([N+](=O)[O-])c2)csc1-c1ccccc1	1.9	-91	-16	·	3	2	·	1.1	-11
O=C(c1ccccc1)n1ccc(-c2cnc(-c3ccccc3)s2)n1	0.8	15	-6	0.37	13	-13	6	0.4	56*
Cc1ccnc(NS(=O)(=O)c2cccs2)c1	1.1	-15	15	0.51	3	-8	5	1.1	-8
